High-throughput results (PubChem BioAssay)
MgcRacGAP inhibition – MgcRacGAP GTPase-activating activity inhibitors, confirmation, biochemical, ADP Hunter fluorescence; 340,000 compounds, 0.6% hits; AID 624330; one-dose inhibition, % at 30 µM; IC50 in µM for titrated hits; MgcRacGAP-stimulated Rac1 GTP hydrolysis, ADP Hunter fluorescence; higher % means a stronger effect; GST-tagged Rac1 F28L mutant substrate;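 active means first-screen hits whose inhibition reached a set limit at any dose in the follow-up dose series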;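 further: fluorescence reports GDP produced by GAP-driven GTP hydrolysis; strong numbers were not always called active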
NTR1 ag – NTR1-driven beta-arrestin-GFP spot formation – imaging, U2OS cells, high content, primary screen (AID 493036) | P30989 | agonist mode | activation, % at 20 µM | 330,000 compounds, 0.17% hits;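 active means activation at or above 40% of the spot to cytoplasm intensity ratio, with at least 20 cells analyzed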;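 further: 0% = DMSO without peptide and 100% = 100 nM NTR1 peptide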
Target sequence (P30989 whole entry, looked up): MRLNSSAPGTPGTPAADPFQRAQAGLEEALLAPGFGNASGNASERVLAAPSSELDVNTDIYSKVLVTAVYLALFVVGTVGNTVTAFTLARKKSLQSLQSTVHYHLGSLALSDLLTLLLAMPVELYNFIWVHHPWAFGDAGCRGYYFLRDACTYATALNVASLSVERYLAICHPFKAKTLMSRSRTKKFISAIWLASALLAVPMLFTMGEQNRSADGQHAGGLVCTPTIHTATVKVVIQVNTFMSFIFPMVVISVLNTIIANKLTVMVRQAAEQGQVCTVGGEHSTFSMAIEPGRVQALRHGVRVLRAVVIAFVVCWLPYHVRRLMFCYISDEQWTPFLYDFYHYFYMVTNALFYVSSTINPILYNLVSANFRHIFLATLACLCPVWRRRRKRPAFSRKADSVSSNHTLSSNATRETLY
LYP inhibition – PTPN22 lymphoid phosphatase activity blockers – biochemical, fluorescence intensity, uHTS (AID 1779); recombinant LYP phosphatase, fluorescence intensity; higher % means a stronger effect; one-dose inhibition, % at 11.5 µM; IC50 in µM for titrated hits; 290,000 compounds, 0.054% hits; in the data active means inhibition above about 50%;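 further: plate controls were vehicle with enzyme for no effect and no enzyme for full effect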
Lipid droplet – modulators of hepatic lipid droplet formation; AML12 mouse hepatocytes, oleate lipid droplets, BODIPY imaging; 240,000 compounds, 0.4% hits; inhibition, % at 6.5 µM;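 active means lipid droplet intensity inhibited by at least 50%, with more than 500 cells counted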
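Test system: AML12 hepatocytes (mouse); reagent: oleate loading, 100 µM; dosing: one dose, 6.5 µM compound; incubation: overnight exposure; signal: fluorescence imaging, 20x objective, two fields per well; read-out basis: % inhibition of corrected integrated BODIPY droplet signal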
GPR55 beta-arrestin – GPR55 agonists via beta-arrestin recruitment, primary screen, imaging, U2OS cells, beta-arrestin-GFP redistribution (AID 1961) | U2OS GPR55 beta-arrestin-GFP redistribution imaging; higher % means a stronger effect | one-dose activation, % at 10 µM; EC50 in µM for titrated hits | 290,000 compounds, 0.048% hits;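 active means activation above 40% with more than 50 cells counted in the well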;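 further: U2OS osteosarcoma cells stably expressing GPR55 and beta-arrestin-GFP; plate controls were DMSO negative control for no effect and LPI positive control for full effect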
GPR35 arrestin U2OS – inhibition of zaprinast-stimulated GPR35 beta-arrestin translocation – imaging, U2OS, beta-arrestin-GFP, zaprinast agonist, primary screen (AID 2058). U2OS GPR35 beta-arrestin-GFP translocation imaging, zaprinast antagonism; higher % means a stronger effect. inhibition, % at 10 µM; hits with a dose series show IC50 in µM. 290,000 compounds, 0.052% hits;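 active means inhibition of at least 50% with at least 30 cells and total cytoplasm GFP at most 10,000,000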
Large T inhibition – TAg ATPase/helicase activity blockers – biochemical (AID 1903); 310,000 compounds, 0.39% hits; SV40 large T antigen ATPase/helicase inhibition assay; higher % means a stronger effect; inhibition, % at 20 µM; hits with a dose series show IC50 in µM; in the data active means a potency from the dose series; further: strong numbers were not always called active
GPR55 LPI antagonism – GPR55 antagonists blocking LPI-driven arrestin recruitment, primary screen, imaging, U2OS, beta-arrestin-GFP, LPI agonist (AID 2013). U2OS GPR55 beta-arrestin-GFP translocation imaging, LPI antagonism; higher % means a stronger effect. one-dose inhibition, % at 10 µM; IC50 in µM for titrated hits. 290,000 compounds, 0.13% hits;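 active means spots per cell inhibited over 60%, with over 100 cells counted and total cytoplasm intensity under 500,000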;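 further: U2OS cells stably carrying GPR55 and arrestin-GFP stimulated by 5 µM LPI near EC80; imaged beta-arrestin-GFP aggregate spots per cell after agonist stimulation; plate controls were LPI-stimulated DMSO wells for no effect and DMSO wells without LPI for full effect; some results filed as inactive read as strong as hits; confirmed hits need IC50 under 10 µM and bright autofluorescent wells are also inconclusive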
T cell HTS – T cell immune modulation candidate. 2C CD8+ T cell-vesicle binding, flow cytometry; hits give low values. calls only at 7 µM. 330,000 compounds, 0.068% hits. AID 2052;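 active means response, share of CD8 T cells binding vesicles, and their 90th percentile fluorescence all below set limits, cut at about 80% in these data, passing the limit was not always enough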
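Incubation: binding step 1.5 h, 37 °C, antibody labelling 20 min, ice; system: murine 2C transgenic CD8+ T lymphocytes; technique: cytometric PE anti-B7-1 and Alexa647 anti-CD8 signals after 1% paraformaldehyde fixation; also added: QL9-charged Drosophila Ld/ICAM-1/B7-1 vesicles; control set: naked versus QL9-loaded vesicles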
Lipid droplet cells 6.5 µM – also measured in Lipid droplet; calls as there; cell count; measured here: cell count, cytotoxicity flag;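 cells counted across two imaged fields per well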
T cell HTS vesicle-bound % – second read-out of T cell HTS, no call of its own (marks repeat the call); double positive events, %; measured here: CD8+ vesicle-bound cell fraction;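 binding gate set so that unloaded-vesicle control wells show 10% double positive cells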
NTR1 ag cell count 20 µM – second read-out of NTR1 ag, no call of its own (marks repeat the call); cell count; measured here: cell count, cytotoxicity flag
Starred values were filed as active, the others as inactive; i = inactive; x = no result given.

SMILES	MgcRacGAP inhibition	NTR1 ag	NTR1 ag cell count 20 µM	LYP inhibition	Lipid droplet	Lipid droplet cells 6.5 µM	GPR55 beta-arrestin	GPR35 arrestin U2OS	Large T inhibition	GPR55 LPI antagonism	T cell HTS	T cell HTS vesicle-bound %
NC(=O)c1oc2ccccc2c1NC(=O)c1nc2ccccc2s1	9.5%	0.2	60	-3.8%	x	x	-0.1%	11.2%	3.1%	10.6%	i	47.8
Cc1ccsc1C(=O)OCC(=O)c1cc2ccccc2o1	13.8%	1.5	59	-1.5%	x	x	-0.1%	11.8%	5.5%	14.2%	i	22.1
COc1ccc(NC(=O)CN(C)S(=O)(=O)c2cccc3cccnc23)cc1	2.9%	0.3	65	-3.5%	x	x	0.3%	5.8%	-0.6%	2.0%	i	56.7
Cn1c(Cc2ccccc2)nnc1SCC(=O)Nc1ccc(N2CCOCC2)cc1	0.8%	0.2	49	-3.4%	-2.7	742	-0.1%	-12.4%	9.6%	-6.2%	i	22.5
c1ccc(Cc2nc3ccccc3n2Cc2ccccc2)cc1	-1.6%	0.1	83	5.6%	-16.1	662	-0.3%	4.7%	5.0%	0.9%	i	50.3
NNC(=O)c1ccc(Cn2cc(Cl)cn2)cc1	6.0%	2.1	42	-8.1%	12.7	701	1.2%	1.1%	7.6%	7.5%	i	4.3
O=C(CSc1n[nH]c(-c2ccncc2)n1)c1ccccc1	4.2%	0.6	43	-10.0%	1.4	680	-0.4%	1.5%	11.7%	-15.9%	i	57.1
Cc1ccc(S(=O)(=O)N(C)CC(=O)OCC(=O)N2CCCC2=O)cc1	7.2%	3.4	59	-3.6%	-8.1	677	0.6%	0.9%	3.4%	-6.8%	i	32.1
COc1ccc(CCNC(=O)C(=O)NCCOc2ccccc2)cc1OC	2.8%	2.0	38	-4.9%	18.8	742	0.1%	-10.9%	15.2%	-6.1%	i	30.9
CCC(=O)Nn1cnc2c(c1=O)C1(CCCCC1)Cc1ccccc1-2	6.0%	-2.2	93	-0.7%	9.3	773	-0.1%	-6.8%	9.2%	-6.2%	i	30.2
C=CCn1c(=NC(=O)c2cccs2)sc2cccc(OC)c21	18.3%	2.8	78	-3.0%	-12.1	705	-0.1%	7.6%	9.3%	-12.7%	i	14.2
Cc1ccc(CN2C(=O)C3CCCN3c3ccc(C#N)cc32)cc1 (stereo not given)	x	0.3	70	3.5%	x	x	-0.2%	3.1%	15.0%	10.5%	i	40.7
COc1ccc(C)c(NC(=O)NCCc2cnc[nH]2)c1	8.5%	0.8	53	-5.8%	-0.4	758	0.4%	1.5%	7.5%	6.4%	i	44.5
O=c1nc(N2CCCC2)nc(Nc2ccccc2)[nH]1	7.7%	-0.1	58	-4.4%	-0.2	734	-0.1%	-12.2%	-4.3%	-8.1%	i	0.0
CCOC(=O)C1=C(C)NC2=C(C(=O)C(C(=O)OCC)C(c3ccccc3OC)C2)C1c1ccccn1 (stereo not given)	1.8%	-0.1	51	-4.3%	x	x	0.5%	1.2%	1.8%	9.8%	i	42.4

6 compounds already listed, sorted by count of non-hydrogen atoms, high to low.
SMILES	MgcRacGAP inhibition	NTR1 ag	NTR1 ag cell count 20 µM	LYP inhibition	Lipid droplet	Lipid droplet cells 6.5 µM	GPR55 beta-arrestin	GPR35 arrestin U2OS	Large T inhibition	GPR55 LPI antagonism	T cell HTS	T cell HTS vesicle-bound %
COc1ccc(CCNC(=O)C(=O)NCCOc2ccccc2)cc1OC	2.8%	2.0	38	-4.9%	18.8	742	0.1%	-10.9%	15.2%	-6.1%	i	30.9
Cc1ccc(S(=O)(=O)N(C)CC(=O)OCC(=O)N2CCCC2=O)cc1	7.2%	3.4	59	-3.6%	-8.1	677	0.6%	0.9%	3.4%	-6.8%	i	32.1
Cc1ccc(CN2C(=O)C3CCCN3c3ccc(C#N)cc32)cc1 (stereo not given)	x	0.3	70	3.5%	x	x	-0.2%	3.1%	15.0%	10.5%	i	40.7
O=C(CSc1n[nH]c(-c2ccncc2)n1)c1ccccc1	4.2%	0.6	43	-10.0%	1.4	680	-0.4%	1.5%	11.7%	-15.9%	i	57.1
COc1ccc(C)c(NC(=O)NCCc2cnc[nH]2)c1	8.5%	0.8	53	-5.8%	-0.4	758	0.4%	1.5%	7.5%	6.4%	i	44.5
NNC(=O)c1ccc(Cn2cc(Cl)cn2)cc1	6.0%	2.1	42	-8.1%	12.7	701	1.2%	1.1%	7.6%	7.5%	i	4.3

(next part)
SMILES	MgcRacGAP inhibition	NTR1 ag	NTR1 ag cell count 20 µM	LYP inhibition	Lipid droplet	Lipid droplet cells 6.5 µM	GPR55 beta-arrestin	GPR35 arrestin U2OS	Large T inhibition	GPR55 LPI antagonism	T cell HTS	T cell HTS vesicle-bound %
Cc1ccc(NC(=O)CCC(=O)NNC(=O)NC2CCCCC2)c(C)c1	2.7%	0.3	45	4.0%	x	x	-0.1%	2.0%	5.8%	11.9%	i	30.7
COc1ccc(CCNC(=O)COC(=O)/C=C/c2cc(OC)c(OC)c(OC)c2)cc1OC	5.5%	0.6	43	5.3%	31.3	702	-0.3%	-7.2%	26.2%	-8.6%	i	9.6
Cc1ccccc1OCC(=O)NNC(=O)C1CCCCC1C(=O)O (stereo not given)	5.3%	1.0	48	-1.7%	0.5	784	-0.2%	-0.3%	-1.0%	6.9%	i	41.2
COc1ccc(N2C(=O)CSC2c2ccccc2)cc1 (stereo not given)	3.4%	-0.8	76	-8.4%	x	x	0.4%	15.1%	5.7%	8.2%	i	32.8
Cc1nc2ccc(C(=O)Nc3ccc4nc[nH]c4c3)cc2[nH]1	12.1%	-0.7	57	-3.9%	4.6	809	-0.3%	15.5%	-1.2%	0.9%	i	51.6
O=C(Nc1ccc2nc3n(c(=O)c2c1)CCCC3)c1cccc([N+](=O)[O-])c1	7.4%	1.9	58	-0.9%	-1.9	658	0.2%	-5.8%	12.4%	11.5%	i	48.5
CCCN1C(=O)/C(=C\C=C2/C=CN(CC)c3ccccc32)SC1=S	23.0%	12.7	61	-7.2%	20.2	667	-0.6%	2.7%	8.1%	-4.2%	i	18.8
CCN(C(=O)CSc1nnc(Nc2ccccc2C)s1)C1CCS(=O)(=O)C1 (stereo not given)	7.3%	-0.1	50	-2.5%	16.1	660	-0.1%	-2.1%	6.3%	12.3%	i	52.7
COc1ccc(-n2nnc3c(SCC(=O)c4ccccc4)ncnc32)cc1	12.6%	7.0	39	-4.0%	x	x	0.0%	3.3%	0.3%	12.6%	i	29.4
O=C(Nc1cccc(Cl)c1)Nc1ccccc1NS(=O)(=O)c1cccs1	6.2%	1.0	81	-3.0%	11.2	675	0.3%	-13.7%	5.4%	0.4%	i	56.0
Cc1cc(-n2c(C)cc(C(=O)COc3ccc4ccc(=O)oc4c3)c2C)no1	5.4%	3.0	60	2.8%	x	x	0.3%	0.8%	13.8%	-4.4%	i	33.1
CCC(C)(C)NC(=O)CN(C(=O)CCC(=O)Nc1nccs1)c1cccc(C)c1	14.6%	0.4	55	-4.1%	3.0	811	0.2%	3.3%	5.4%	3.7%	i	53.2
COc1ccc(OC)c(S(=O)(=O)Nc2c(C)cccc2C)c1	3.0%	-0.2	44	-3.3%	-14.4	728	0.2%	-13.0%	10.6%	-4.2%	i	54.1
Cn1c(CC(=O)Nc2ccccc2Cl)nnc1SCC(=O)Nc1nncs1	6.3%	-0.6	51	-5.2%	-1.3	819	0.2%	7.1%	2.8%	-4.6%	i	17.2
CN(Cc1nccs1)C(=O)c1ccc(OC2CCN(CCc3ccccc3)CC2)cc1	6.4%	0.1	51	-6.7%	-0.9	840	-0.1%	-11.6%	20.9%	14.3%	i	4.4
CC(=O)Oc1ccc(C(=O)Nc2ccc(C3(C#N)CCCC3)cc2)cc1	2.8%	0.3	34	-8.2%	4.6	732	1.2%	-4.5%	19.3%	-1.8%	i	61.2
Brc1ccccc1OCCCN1CCOCC1	14.8%	-2.6	55	-6.1%	-17.2	778	-0.1%	3.9%	5.8%	8.4%	i	32.0
O=C(/C=C/c1ccc(F)cc1)NC(=S)N1CCN(Cc2ccccc2)CC1	10.6%	-0.6	41	-0.4%	1.1	734	0.3%	-9.3%	21.2%	9.4%	i	51.9
COc1cc(OC)cc(C(=O)N[C@H](C(=O)OCC(=O)N2CCc3ccccc32)C(C)C)c1	5.0%	2.3	42	0.5%	-6.5	667	0.2%	-9.4%	0.9%	8.4%	i	45.6
CC(C)NC(=S)n1cc(C(=O)c2cc(Cl)cc(Cl)c2O)cn1	3.8%	4.5	47	-1.7%	-4.4	798	0.3%	-5.6%	12.2%	-9.4%	i	31.2
Cc1[nH]c2ccccc2c1CCN(Cc1cccnc1)C(=S)NC(C)(C)C	7.9%	-0.9	92	-6.3%	x	x	0.4%	-10.0%	2.2%	-2.0%	i	22.3
O=C(CN1C(=O)c2cccc([N+](=O)[O-])c2C1=O)OCC(=O)N1CCCCC1	-3.3%	0.1	60	x	x	x	x	x	7.5%	x	i	20.2
Cc1cc(C)cc(N(CC(=O)NCc2ccco2)C(=O)CCC(=O)Nc2nccs2)c1	2.5%	-1.2	89	-4.4%	-7.2	690	-0.1%	1.0%	-6.5%	3.8%	i	27.2
CCOc1cc(CNCc2cccnc2)ccc1OCC(=O)NC(C)(C)C	-1.9%	0.5	39	-10.4%	-1.6	688	0.2%	-31.4%	10.3%	5.7%	i	53.5
Fc1ccccc1OCCCn1ccnc1	-3.7%	-1.4	38	-5.6%	3.7	825	0.2%	-2.8%	8.4%	-13.9%	i	53.2
CCCN1CCN(C(=S)Nc2ccc3nc(N4CCN(CC)CC4)cc(C)c3c2)CC1	26.3%	0.9	62	-3.2%	2.7	714	-0.3%	-19.8%	11.6%	14.6%	i	55.7
CCCS(=O)(=O)N1CCN(C(=O)c2cccnc2)CC1	2.9%	0.3	99	3.2%	0.2	606	-0.1%	15.6%	x	3.6%	i	9.0
O=C(NC(=S)Nc1ccc(CN2CCOCC2)cc1)c1ccccc1[N+](=O)[O-]	4.8%	-0.6	89	-6.6%	-12.3	618	-0.2%	14.4%	8.0%	-9.2%	i	56.6
